D2 antagonist – HTS Assay for Allosteric Antagonists of the Human D2 Dopamine Receptor: Primary Screen for Antagonists. HEK293 TREx D2 cells, calcium flux, dopamine EC80. inhibition, % at 10 µM. 340,000 compounds, 2% hits; in the data active = inhibition above about 30%; also: 0% is about no effect
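Tetracycline-induced HEK293 TREx cells expressing D2 receptor forced-coupled to calcium signalling, loaded with no-wash calcium dye. Compounds added and calcium flux read 180 s, then dopamine added at EC80 and read a further 180 s.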
ALOX12 inh – Primary qHTS assay for inhibitors of human arachidonate 12S-lipoxygenase (ALOX12): Round 2; purified 12hLO, xylenol orange hydroperoxide absorbance; 580,000 compounds, 1.1% hits; Potency, µM (titrated, usually from 108 µM), for inactives: top-dose activity change, negative = inhibition, hits mostly inhibitors; also: potency is read from the fitted curve at half-maximal effect; % is scaled to controls: 0 for no effect and ±100 for the full control effect
Target sequence (P18054 whole entry, looked up): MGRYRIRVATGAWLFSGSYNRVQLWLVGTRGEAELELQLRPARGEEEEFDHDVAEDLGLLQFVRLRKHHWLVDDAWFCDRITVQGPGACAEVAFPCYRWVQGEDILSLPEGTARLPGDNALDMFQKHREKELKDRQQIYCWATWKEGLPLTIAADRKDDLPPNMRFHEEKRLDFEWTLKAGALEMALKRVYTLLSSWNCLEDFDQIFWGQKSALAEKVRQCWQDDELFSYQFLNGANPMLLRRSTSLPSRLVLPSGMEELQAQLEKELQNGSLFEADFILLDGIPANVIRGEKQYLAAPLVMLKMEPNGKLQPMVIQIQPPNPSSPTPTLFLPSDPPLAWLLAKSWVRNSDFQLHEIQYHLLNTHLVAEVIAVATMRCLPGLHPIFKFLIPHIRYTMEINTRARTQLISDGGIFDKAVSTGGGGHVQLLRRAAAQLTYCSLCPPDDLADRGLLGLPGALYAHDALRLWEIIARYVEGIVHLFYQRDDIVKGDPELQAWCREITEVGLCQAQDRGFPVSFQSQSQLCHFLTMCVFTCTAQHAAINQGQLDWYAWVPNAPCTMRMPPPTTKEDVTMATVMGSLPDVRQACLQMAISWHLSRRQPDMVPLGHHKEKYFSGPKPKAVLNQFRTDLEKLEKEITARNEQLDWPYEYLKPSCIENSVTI
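Hydroperoxide product was detected by ferrous iron/xylenol orange as the 573 to 405 nm absorbance ratio. Arachidonic acid at 40 uM (final) was turned over for 30 min at room temperature by 150 nM human 12hLO, pH 7.0 Hepes buffer, after 15 min compound preincubation.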
GRP78 ERSR act – qHTS for Inducers of the Endoplasmic Reticulum Stress Response (ERSR) in Human Glioma: qHTS; 420,000 compounds, 0.02% hits; U87-MG GRP78 promoter luciferase reporter, 16 h; AID 602332, 2012; Potency, µM, for the others: at the top dose activation, usual class: activators; also: potency is read from the fitted curve at half-maximal effect; series mostly up to about 76 µM; % of control where 0% means no effect; nearly all actives have a fitted effect of over 35% in size
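ERSR induction read as luciferase luminescence (Bright-Glo, 10 min at room temperature) in stably transfected human U87-MG glioma cells exposed to compounds for 16 h, using GRP78 as sensor.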
Vif-APOBEC3G blk – qHTS for Inhibitors of Vif-A3G Interactions: qHTS; DNA dC->dU-editing enzyme APOBEC-3G (Homo sapiens), Q9HC16; HeLa A3G-eYFP + Vif (tagged APOBEC3G with the HIV-1 protein that degrades it), YFP fluorescence, overnight; Potency, µM (doses to about 46.1 µM), for the others: top-dose activity, negative = active, hits mostly inhibitors; 410,000 compounds, 0.076% hits; AID 602310, 2012;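 also: potency is read from the fitted curve at half-maximal effect; % is scaled to controls: 0 for no effect and ±100 for the full control effect; nearly all actives have a fitted effect of over 60% in size; hits raise eYFP signal because A3G escapes Vif-driven loss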
Target sequence (Q9HC16 whole entry, looked up): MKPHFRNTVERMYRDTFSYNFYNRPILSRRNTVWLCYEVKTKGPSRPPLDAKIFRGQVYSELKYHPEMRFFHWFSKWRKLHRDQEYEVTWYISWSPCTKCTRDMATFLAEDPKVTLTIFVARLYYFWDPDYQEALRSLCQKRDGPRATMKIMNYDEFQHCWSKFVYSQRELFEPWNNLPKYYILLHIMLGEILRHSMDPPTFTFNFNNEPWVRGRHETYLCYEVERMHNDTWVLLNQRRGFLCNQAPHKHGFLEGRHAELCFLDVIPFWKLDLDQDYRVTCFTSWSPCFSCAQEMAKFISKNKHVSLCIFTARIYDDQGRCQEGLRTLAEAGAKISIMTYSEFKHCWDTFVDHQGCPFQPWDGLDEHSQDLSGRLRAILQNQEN
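HeLa cells stably expressing Vif and C-terminally eYFP-tagged A3G, seeded overnight at 37 deg C, then exposed to compound by pintool overnight at 37 deg C. Rise in yellow fluorescence (Ex 488/Em 500-530, Acumen) marks blocked Vif-driven A3G degradation.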
Vif-APOBEC3F blk – qHTS for Inhibitors of Vif-A3F Interactions: qHTS; HeLa A3F-eYFP + Vif (tagged APOBEC3F with the HIV-1 protein that degrades it), YFP fluorescence increase; Potency, µM (highest dose often 46.1 µM), for inactives: at the top dose activity, negative = active; 390,000 compounds, 0.2% hits; AID 602313, 2012; also: potency is read from the fitted curve at half-maximal effect; % of control where 0% means no effect; nearly all actives have a fitted effect of over 65% in size
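Fluorescence increase (Ex 488/Em 500-530) after overnight compound treatment at 37 deg C flags inhibition of Vif-driven A3F-eYFP loss in stable HeLa A3F-eYFP/Vif cells seeded overnight beforehand.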
D2 agonist – HTS Assay for Allosteric Agonists of the Human D2 Dopamine Receptor: Primary Screen for Agonists; D(2) dopamine receptor (Homo sapiens), P14416; activation, % at 2 µM; HEK293 T-REx D2 cells, calcium flux agonist mode; 340,000 compounds, 0.53% hits;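 active = activation over 3 SD above normal in the single-dose calcium agonist read, cut at about 30% in these data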; also: 0% is about no effect
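Agonism scored from kinetic calcium signal (1 read/sec, 180 s) following compound pin transfer, after a 10 s baseline. Cells: HEK293 Trex line expressing inducible D2 receptor coupled to calcium, dye-loaded after overnight culture at 30 C.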
LDHA block – qHTS assay for inhibitors of human lactate dehydrogenase | AID 1347041, 2019 | 480,000 compounds, 0.15% hits | purified LDHA, NADH/diaphorase-resazurin fluorescence; hits give low values | activity change, % (values are at about 110 or 230 µM); in the data active = activity change below about -30%; inconclusive = mostly about -25% to -30%;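 also: plate controls were DMSO wells for no effect and wells without enzyme for full effect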
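Resorufin fluorescence (ex540/em590), read at 0 and 20 min after diaphorase/resazurin addition, reports the NADH left after a 5 min room-temperature reaction of 2 nM human LDH5 with 0.06 mM NADH and 0.2 mM pyruvate.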
ERG-DNA inh – qHTS for Small Molecule Inhibitors of the ERG Ets/DNA interaction | 370,000 compounds, 0.028% hits | Potency, µM (titrated, usually from 76.9 µM), without a hit: at the highest dose FP activity, negative = inhibition, most hits filed as inhibitors | fluorescence polarization, His-ERG Ets domain / labelled DNA | Transcriptional regulator ERG (Homo sapiens), P11308; active = well fitted inhibition curve with a large enough effect in the polarisation, with a control signal flat; inconclusive = small, poorly fitted or top-dose-only effect, or effect the other way, or a change in a side signal; inactive = no such curve, though single readings can be large or run the other way; the % refers to the polarisation;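 also: polarization taken with two DNA probes labelled with fluorescein and Texas red; potency is read from the fitted curve at half-maximal effect; % of control where 0% means no effect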
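His-tagged ERG Ets domain (1 uM in the protein solution; 300mM KCl, 50mM Tris-HCl, 1mM EDTA, 1mM DTT, pH 7.5) received compound, then a probe mix of 5 nM fluorescein-DNA and 100nM Texas-615-DNA. Fluorescence polarization was read for both dyes.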
RGS4 inhibitor – Inhibitors of Regulator of G Protein Signaling (RGS) 4: qHTS | Transcreener GDP fluorescence polarization, RGS4-accelerated GTP hydrolysis | AID 504845, 2011 | Potency, µM (doses to about 114 µM), for the others: at the highest dose activity change, negative = inhibition, actives largely listed as inhibitors | 390,000 compounds, 0.039% hits; also: potency is read from the fitted curve at half-maximal effect; % is scaled to controls: 0 for no effect and ±100 for the full control effect; nearly all actives have a fitted effect of over 75% in size; some results filed as inactive show a strong effect at the top dose
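MLSMR compounds (23 nl, pin-transferred) preincubated 10 min at room temperature with a 500nM (2x) first reagent, then RGS4 at 900nM (2x) plus Transcreener GDP mix added; fluorescence polarization (620/688 nm) read before and after 90 min at 30 °C.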
The depositor's hits bear a star; ? = inconclusive; . = no result given; & = joins results of further samples; [ ] = another dose, or the depositor's remark. Unless noted, calls follow the shape of the dose curve; as a rule, active = well fitted curve in the direction sought with a large enough effect; inconclusive = small, poorly fitted or top-dose-only effect, or another doubt; inactive = no such curve, though single readings can be large; an effect the other way counts as inactive or inconclusive. Some of the compounds tested; rates above refer to the full screens.

Screens by letter: A = D2 antagonist; B = ALOX12 inh; C = GRP78 ERSR act; D = Vif-APOBEC3G blk; E = Vif-APOBEC3F blk; F = D2 agonist; G = LDHA block; H = ERG-DNA inh; I = RGS4 inhibitor
> CCC1=C(OC(=O)N(CC)CC)N2C(=O)OC(=NCCc3c[nH]c4ccccc34)[C@]2(C)[C@H]2C1=CC[C@H]1C(=O)N(C)C(=O)[C@H]12
  A = 5	B = 2%	C = -5%	D = -2%	E = -3%	F = 0.3	G = 1	H = -4%	I = -28%
> CC(=O)c1ccc(NC(=O)Nc2ccc([N+](=O)[O-])cc2C)cc1
  A = -4	B = -9%	C = 10%	D = 0%	E = -1%	F = 1.8	G = -10	H = -2%	I = 13%
> CCc1ccccc1Nc1nc(-c2cccnc2)cs1
  A = -16	B = 5%	C = 12%	D = 0%	E = -3%	F = 0.6	G = -2	H = 3%	I = -11%
> COc1ccccc1C1=CC(=O)C[C@H](c2ccc(Cl)cc2)C1
  A = -6	B = -8%	C = -1%	D = 0%	E = -1%	F = 0.6	G = 5	H = 8%	I = -9%
> Cc1cc(C)c2cc(CN(CCO)Cc3nnnn3Cc3ccccc3)c(=O)[nH]c2c1
  A = .	B = 127%[activator]	C = 1%	D = -1%	E = .	F = .	G = 3	H = 2%	I = 7%
> COc1ccc(Br)cc1S(=O)(=O)Nc1cc(-c2cn3ccccc3n2)ccc1C
  A = .	B = ?	C = -4%	D = 4%	E = -8%	F = 2.0	G = -10	H = 13%	I = 19%
> Cc1cccc(C)c1NC(=O)CSc1nnc(-c2cccnc2)o1
  A = -2	B = 3%	C = -7%	D = 5%	E = 7%	F = 0.1	G = -9	H = -6%	I = -6%
> C[C@H]1COC(=O)[C@@H](Cc2ccc(F)cc2)C/C=C\C[C@H](CC(=O)N(CCO)Cc2ccccc2)C(=O)N1
  A = .	B = 4%	C = -4%	D = -1%	E = -3%	F = .	G = 1	H = -5%	I = -15%
> CCNC(=O)c1c(O)c2ccccc2[nH]c1=O
  A = -17	B = 0%	C = -1%	D = 0%	E = -5%	F = 0.5	G = 3	H = .	I = 6%
> COc1ccc(CCNC(=O)CCNS(=O)(=O)c2ccc3c(c2)CCN3C(C)=O)cc1OC
  A = -17	B = 0%	C = -1%	D = 1%	E = 4%	F = -1.9	G = 2	H = -3%	I = -10%[11.4 µM]
> O=C(NCC(F)(F)F)c1nn(Cc2ccccc2)c(=O)c2ccccc12
  A = 3	B = 14%	C = -3%	D = 0%	E = 9%	F = -1.9	G = -12	H = -3%	I = -22%
> FC(F)(F)c1cc(-c2cccs2)nc(-n2cc(Br)cn2)n1
  A = -7	B = 0%	C = -6%	D = -3%	E = -22%	F = 2.5	G = 3	H = -10%	I = 20%
> COC(=O)c1cccc(CN2C(=O)C(C)Sc3ccc(C(C)=O)cc32)c1 (stereo not given)
  A = .	B = -30%	C = 2%	D = 1%	E = .	F = .	G = -4	H = .	I = .
> O=C(CN(CCO)Cc1ccccc1)N1CCN(S(=O)(=O)c2ccccc2)CC1
  A = .	B = ?	C = -5%	D = -7%	E = -2%	F = .	G = -4	H = .	I = .
> CC(C)C1CC(CCN)(Cc2ccccc2)CCO1 (stereo not given)
  A = .	B = -10%	C = -3%	D = -4%	E = -3%	F = .	G = -7	H = -9%	I = 10%
> O=C(O)CCNS(=O)(=O)c1ccc2c(c1)Cc1ccccc1-2
  A = 10	B = -9%	C = -2%	D = 0%	E = -7%	F = 0.0	G = -12	H = 6%	I = 3%
> COCCSc1ccccc1C(=O)NCCCn1ccnc1
  A = 39*	B = -10%	C = -2%	D = -4%	E = -3%	F = -0.1	G = 0	H = .	I = -25%
> O=C(CNC(=O)N1CC(=O)Nc2ccccc21)NCc1cccc(Cl)c1
  A = 0	B = 2%	C = 4%	D = 5%	E = 1%	F = 0.6	G = -3	H = 2%	I = -4%
> CC(C)n1c(SCC(=O)Nc2nncs2)nnc1-c1ccco1
  A = 7	B = .	C = -4%	D = -2%	E = -10%	F = 0.9	G = -10	H = 6%	I = -20%
> CCOC(=O)C1CCN(C(=O)C2CCN(S(=O)(=O)CC)CC2)CC1
  A = -16	B = 16%	C = -4%	D = 0%	E = -2%	F = 0.1	G = 4	H = -3%	I = 7%
> CCOc1ccc(NC(=O)CSc2nnc(Cn3cnc4ccccc43)n2C)cc1
  A = 3	B = 41%[activator]	C = 1%	D = 0%	E = 4%	F = -1.9	G = -4	H = -1%	I = 12%
> COc1ccc(S(=O)(=O)N2CCCC(C(=O)NCc3ccco3)C2)cc1OC (stereo not given)
  A = -32	B = 1%	C = 0%	D = 0%	E = -9%	F = 0.1	G = 0	H = 17%	I = 30%
> Cc1cccc(C(O)c2ncc(-c3ccccc3Cl)[nH]2)c1C (stereo not given)
  A = .	B = -1%	C = 1%	D = -3%	E = .	F = .	G = -13	H = .	I = .
> CC(C)c1ccc(NC(=O)C2CCCN(S(=O)(=O)c3cccnc3)C2)cc1 (stereo not given)
  A = 4	B = 1%	C = -2%	D = ?	E = -5%	F = -3.1	G = 0	H = 11%	I = -43%
> Cc1ccc(C(=O)C2=C(O)C(=O)N(Cc3ccco3)C2c2cccc(Br)c2)o1 (stereo not given)
  A = -14	B = ?	C = 1%	D = 0%	E = -6%	F = -1.4	G = -5	H = -2%	I = -18%

Other records
Fields: D2 antagonist | ALOX12 inh | GRP78 ERSR act | Vif-APOBEC3G blk | Vif-APOBEC3F blk | D2 agonist | LDHA block | ERG-DNA inh | RGS4 inhibitor
CC(C)Oc1ccc(S(=O)(=O)N2CCOCC2)cc1NC(=O)C1CCC1
    -7 | -1% | -3% | -1% | -3% | -0.3 | -1 | -4% | -14%
O=C(O)[C@H]1CCCN1S(=O)(=O)c1cccc2cccnc12
    -5 | 10% | -1% | -2% | 1% | 1.1 | -19 | 5% | 11%
Cc1ccc(NS(=O)(=O)c2ccc(Cl)c(C(=O)Nc3cccc(C(=O)O)c3)c2)cc1
    -14 | 0% | 5% | -4% | 3% | 0.3 | 0 | 8% | 18%
c1ccc(Cn2c(-c3ccco3)nc3nc4ccccc4nc32)cc1
    7 | ? | -1% | -25% | ? | -0.2 | 3 | 5% | -46%
O=C(NC(=S)Nc1ccccc1C(=O)O)c1cncc(Br)c1
    9 | -7% | -3% | 0% | 2% | 0.5 | -3 | 2% | ?
CC1(C)Cc2ccccc2-c2[nH]c(=S)[nH]c(=O)c21
    2 | 7.9µM* | -2% | 3% | -7% | -1.7 | -3 | -11% | -38%
CNS(=O)(=O)c1cn(CC(=O)N2CCN(c3ccc(OC)cc3)CC2)cc1S(=O)(=O)NC
    . | -20% | -4% | 4% | -6% | . | 3 | 4% | 11%
COc1ccccc1-c1nc2cc(Cl)ccc2c(=O)n1O
    -3 | -31% | -2% | -4% | 15% | 0.4 | 2 | 8% | -13%[56.9 µM]
CN(Cc1ccccc1)C(=O)COC(=O)CN1C(=O)c2ccccc2C1=O
    . | 145%[activator] | -4% | 3% | -7% | . | -4 | -4% | -2%
CSc1ccccc1C(=O)NCc1ccccc1C
    -6 | 12% | 0% | 4% | 18% | 0.3 | -16 | 5% | 55%[activator]
Cc1ccc(C(=O)N(NC2=NS(=O)(=O)c3ccccc32)S(=O)(=O)c2ccc(C)cc2)cc1
    15 | ? | 1% | -5% | -2% | 0.3 | -1 | 6% | ?
CC(Sc1nnc(C2CC2)n1C1CC1)C(=O)Nc1cccc(S(=O)(=O)N2CCOCC2)c1 (stereo not given)
    -9 | 0% | 2% | -19% | 2% | 0.5 | -4 | 0% | 17%
CCOC(=O)c1cc(-c2ccccc2)nc2ccc(C)cc12
    -4 | 5% | -3%&-3% | -1% | 1% | -2.4 | -15 | 1% | -4%
Cc1ccc(C(=O)c2ccc(CC(=O)O)n2C)cc1
    8 | 6% | 1%&-4%&-5% | -1% | -2% | -0.6 | -5 | -9% | 7%
COc1ccc(NC(=O)N(C)C[C@H]2Oc3c(NC(=O)c4ccncc4)cccc3C(=O)N([C@H](C)CO)C[C@@H]2C)cc1
    . | -4% | -4% | 2% | -3% | . | 2 | -6% | -2%

Exported comma-delimited: four of the compounds above.
mol,D2 antagonist,ALOX12 inh,GRP78 ERSR act,Vif-APOBEC3G blk,Vif-APOBEC3F blk,D2 agonist,LDHA block,ERG-DNA inh,RGS4 inhibitor
Cc1ccc(C(=O)N(NC2=NS(=O)(=O)c3ccccc32)S(=O)(=O)c2ccc(C)cc2)cc1,15,?,1%,-5%,-2%,0.3,-1,6%,?
CC(Sc1nnc(C2CC2)n1C1CC1)C(=O)Nc1cccc(S(=O)(=O)N2CCOCC2)c1 (stereo not given),-9,0%,2%,-19%,2%,0.5,-4,0%,17%
CCOC(=O)c1cc(-c2ccccc2)nc2ccc(C)cc12,-4,5%,-3%&-3%,-1%,1%,-2.4,-15,1%,-4%
Cc1ccc(C(=O)c2ccc(CC(=O)O)n2C)cc1,8,6%,1%&-4%&-5%,-1%,-2%,-0.6,-5,-9%,7%

Bioassay records from PubChem.
